# DAX1 inh-1 – DAX1 (NR0B1) inhibitors on StAR promoter, primary screen, cell-based, luminescence, SF-1 (NR5A1), full-length DAX-1 | AID 652010, 2013 | HEK293T StAR-luciferase reporter, SF-1/DAX-1 repression relief | 1.1% of 370,000 active | inhibition, % at 6.8 µM;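 active means inhibition above the mean over all tested compounds plus 3 SD, cut at about 3.6% in these data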;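 further: 0% = DAX-1 cells with DMSO and 100% = cells lacking DAX-1 with DMSO; higher inhibition means more luminescence from relief of DAX-1 repression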
# hcDAF12 agonist – H. contortus DAF-12 nuclear receptor activators, primary screen, cell-based, luminescence, HEK293, lit1-tk-luc reporter | HEK293 hcDAF-12 lit1-tk-luc reporter; 0% DMSO, 100% Δ7-dafachronic acid | activation, % at 6.8 µM | 1.4% of 370,000 active;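 active means activation above the mean of all tested compounds plus 3 SD, cut at about 5.5% in these data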;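 further: 100% = response to 3 µM Δ7-dafachronic acid high control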
# GC-A act – GC-A stimulated cGMP production enhancers – HEK293 GC-A cells, cGMP TR-FRET, EC30 ANP, primary screen. 0.14% of 370,000 active. 0% at EC30 ANP, 100% saturating ANP. activation, % at 10 µM. Atrial natriuretic peptide receptor 1 (Homo sapiens), P16066; in the data active means activation above about 40%
# NPR2 activator – human GC-B receptor activators, primary screen, HEK293 GC-B cells, cGMP TR-FRET, EC30 CNP; Atrial natriuretic peptide receptor 2 (Homo sapiens), P20594; 0% at EC30 CNP, 100% saturating CNP; activation, % at 10 µM; 0.11% of 370,000 active; AID 1920062, 2024;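 active means activation at 10 µM reaching about 35% in either raw or pattern-adjusted values, limit read from the data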
# GAA850 FXN act – FXN promoter activators, primary screen, cell-based, luciferase luminescence, HEK293 lucGAA850; HEK293 lucGAA850 FXN promoter luciferase reporter, 24 h; percent of 10 µM SAHA response; activation, % at 6 µM; AID 540364, 2011; 0.56% of 360,000 active;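 active means activation above the average of all compounds screened plus 3 SD, cutoff fixed separately per campaign, cut at about 7.5% in these data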;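 further: 0% = DMSO wells and 100% = 10 µM SAHA wells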
# SMARCA2 act – SMARCA2 (BRM) function activators, primary screen, cell-based, luminescence, high throughput; 1% of 370,000 active; AID 652017, 2013; activation, % at 9.1 µM; MG213 cells, MMTV-luciferase reporter, dexamethasone, overnight; in the data active means activation above about 7.8%;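 further: 0% = vehicle wells and 100% = reference activator wells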
# HGIII-sPLA2 inh – human group III sPLA2 inhibitors, primary screen, biochemical, QFRET, BODIPY PC-A2 liposome substrate. Group 3 secretory phospholipase A2 (Homo sapiens), Q9NZ20. 0.56% of 370,000 active. AID 743126, 2013. QFRET BODIPY PC-A2 liposome hydrolysis, fluorescence. inhibition, % at 12.2 µM;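 active means inhibition above mean plus 3 SD of compounds lying within the high and low control bounds, cut at about 19% in these data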;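 further: 0% = median of test compound wells and 100% = no enzyme DMSO wells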
# ADAM10 inh – human ADAM10 inhibitors, primary screen, biochemical, QFRET, HTS; Disintegrin and metalloproteinase domain-containing protein 10 (Homo sapiens), O14672; recombinant ADAM10, EDANS/DABCYL FRET peptide cleavage, 3 h; inhibition, % at 7 µM; 0.62% of 370,000 active; AID 720582, 2013;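 active means inhibition above a per-campaign cutoff equal to the mean of compounds falling between control-based bounds plus 3 SD, cut at about 20% in these data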;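 further: 0% = DMSO wells while the 100% control is not disclosed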
# Target sequence (O14672 214-748 limits assumed): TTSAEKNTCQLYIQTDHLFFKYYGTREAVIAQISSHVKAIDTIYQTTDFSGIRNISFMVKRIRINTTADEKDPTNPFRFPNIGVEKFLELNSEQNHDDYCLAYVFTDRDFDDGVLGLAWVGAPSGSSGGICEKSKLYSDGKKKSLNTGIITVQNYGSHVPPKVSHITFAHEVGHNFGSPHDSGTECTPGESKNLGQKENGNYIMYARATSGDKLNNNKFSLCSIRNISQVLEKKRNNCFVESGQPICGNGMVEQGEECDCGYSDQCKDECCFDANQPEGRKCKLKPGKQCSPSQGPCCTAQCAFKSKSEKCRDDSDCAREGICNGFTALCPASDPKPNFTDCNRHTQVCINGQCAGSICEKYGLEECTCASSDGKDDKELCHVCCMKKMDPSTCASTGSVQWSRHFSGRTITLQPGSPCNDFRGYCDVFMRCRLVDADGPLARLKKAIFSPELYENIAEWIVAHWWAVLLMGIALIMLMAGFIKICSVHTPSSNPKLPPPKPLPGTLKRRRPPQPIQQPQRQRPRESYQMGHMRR
# hgDAF-12 ag – H. glycines DAF-12 receptor agonists, primary screen, cell-based, luminescence, HEK293, GAL4 fusion, UAS-luciferase | Nuclear hormone receptor DAF-12 (Heterodera glycines), GAL4 fusion | HEK293 GAL4-hgDAF12 UAS-luciferase reporter, agonist luminescence; normalized to butyrate control | activation, % at 6.8 µM | 1.8% of 370,000 active;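 active means activation above a cutoff set at the mean of all screened compounds plus 3 SD, cut at about 10% in these data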;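 further: 0% = DMSO wells and 100% = sodium butyrate wells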
# ssDAF-12 act – S. stercoralis DAF-12 nuclear receptor activators, primary screen, cell-based, luminescence, HEK293, GRIP1 co-expression, lit1-tk-luc; activation, % at 6.8 µM; Nuclear hormone receptor DAF-12 (Strongyloides stercoralis); 1% of 370,000 active; HEK293 ssDAF-12/GRIP1 lit1-tk-luc reporter; % of 3 µM dafachronic acid response;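 active means activation above the mean over all tested compounds plus 3 SD, cut at about 0.9% in these data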;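 further: 0% = DMSO-only wells and 100% = 3 µM delta7-dafachronic acid wells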
# DAX1 inh-2 – DAX1 (NR0B1) inhibitors, primary screen, cell-based, HEK293, Gal4-DAX1, luciferase luminescence; inhibition, % at 6.75 µM; AID 504766, 2011; Nuclear receptor subfamily 0 group B member 1 (Homo sapiens), P51843; HEK293 Gal4-DAX1 luciferase reporter; 0.99% of 340,000 active;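 active means inhibition above the mean over all tested compounds plus 3 SD, cut at about 4.2% in these data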;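 further: 0% = DAX1-transfected cells with DMSO and 100% = empty-vector control cells with DMSO; inhibition shows as a rise in luminescence from relieved DAX1 repression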
# Target sequence (P51843 207-470 limits assumed): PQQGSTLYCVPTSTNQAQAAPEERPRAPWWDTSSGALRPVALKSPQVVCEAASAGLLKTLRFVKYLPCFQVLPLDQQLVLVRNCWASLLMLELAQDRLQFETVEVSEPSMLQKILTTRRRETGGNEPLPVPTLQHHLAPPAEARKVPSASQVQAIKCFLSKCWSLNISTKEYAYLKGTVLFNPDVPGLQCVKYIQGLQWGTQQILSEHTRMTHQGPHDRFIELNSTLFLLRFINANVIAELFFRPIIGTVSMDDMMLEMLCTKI
# The depositor's hits bear a star; i = inactive; · = not tested or not shown.
SMILES	NPR2 activator	hcDAF12 agonist	SMARCA2 act	HGIII-sPLA2 inh	DAX1 inh-2	ADAM10 inh	GC-A act	hgDAF-12 ag	ssDAF-12 act	GAA850 FXN act	DAX1 inh-1
Cc1noc(C)c1-c1ccc(C(=O)NC2CCCCC2)c2occc12	13	-1.1	-1	-7	·	-13	12	5.2	1.7*	2.8	-0.1
C#Cc1ccc([C@@H]2C=C(C(=O)NCc3ccccc3)O[C@H](OCCCCO)C2)cc1	-5	-0.5	0	-8	0.2	-7	1	-0.3	-1.5	0.1	0.1
C/C(=N\NC(=O)c1nn(C)cc1Br)c1cccc(NC(=O)C2CCCC2)c1	6	1.3	0	2	1.7	1	-3	11*	-0.2	5.5	2.4
O=C(COC(=O)C1CCN(S(=O)(=O)c2ccc3c(c2)OCCO3)CC1)Nc1cc(C(F)(F)F)ccc1Cl	5	-2.4	-2	-6	-0.3	10	1	-0.1	-0.9	1.9	0.1
Cc1ccc(-c2noc(CCCC(=O)NC3CCCC3)n2)cc1	1	-6.5	-9	3	-1.5	0	-2	-7.1	-2.2	-3.7	-1.5
COc1ccc(S(=O)(=O)NCCSC(C)(C)C)cc1	6	3.0	-1	-3	0.5	7	2	0.3	-0.8	-3.5	-0.6
CCOC(=O)c1cnc2c(-c3ccccc3OC)c(C)nn2c1C	-6	-1.3	1	-2	-1.1	1	-1	-0.2	-1.6	0.3	-0.1
CCOC(=O)N1CCN(C(=O)CCCn2c(=S)[nH]c3ccc(Br)cc3c2=O)CC1	-6	0.5	-1	-3	0.6	7	0	-0.2	-1.6	-1.1	0.0
O=C(Nc1ccc(Br)cc1)c1ccccc1CC[N+](=O)[O-]	3	-2.4	0	-40	-0.6	4	0	0.9	-1.4	0.7	-1.2
CC1(C(=O)Nc2cnc3ccccc3c2)CCN1Cc1cc2ccccc2o1 (centres undefined)	-1	-1.1	-2	-7	·	-3	-6	-2.7	-1.2	-0.7	-0.6
Cc1cnc(C(=O)OCc2ccc(Br)cc2)cn1	-5	-0.2	-3	-2	0.1	4	-3	0.8	-1.7	1.1	0.0
OCCCNc1nnc(-c2ccccc2)c2ccccc12	0	-0.9	1	3	-0.8	0	-3	-0.4	-1.5	1.2	0.3
CCc1ccc(NC(=O)Cn2cnc3c(=O)n(C)c(=O)n(C)c32)cc1	2	1.6	-2	0	-0.8	0	4	-2.0	-0.9	0.4	-0.1
CC(C)(CNc1ccc([N+](=O)[O-])cc1C#N)N1CCOCC1	2	-1.1	-1	5	0.3	3	2	3.4	-0.6	1.2	-0.2
CN(C)/C=C1\N=C(c2cccnc2Oc2ccc(Cl)cc2)OC1=O	-5	-1.2	-1	-49	0.6	-14	2	-1.3	-1.7	-1.3	-0.3
CC(C)(C)n1nc2c(c1NC(=O)Cc1cccc3ccccc13)CS(=O)C2 (centres undefined)	4	1.8	-2	9	1.2	-16	0	1.9	-0.8	-1.2	-1.4
O=C(CN1C(=O)NC(Cc2ccccc2)C1=O)Nc1ccc(OC(F)F)cc1 (centres undefined)	1	-1.7	0	-1	0.8	6	3	-2.5	-1.5	-0.4	-0.2
COc1cccc(CNC(=O)c2csc3c2CCCC3)c1	-1	-1.6	0	-2	0.6	3	3	-0.5	-1.0	3.5	-1.2
COc1ccc(S(=O)(=O)N=Nc2c(O)[nH]c3ccccc23)cc1	-6	2.8	-3	1	0.9	-15	-3	1.9	-0.5	1.9	-0.1
O=C(N/N=C/C(Br)=C/c1ccccc1)c1cnccn1	-3	0.5	2	2	2.9	-7	0	2.7	-0.7	8.9*	-0.4
CC(Oc1ccc(Cl)cc1)C(=O)N1CCN(C(=O)c2ccco2)CC1 (centres undefined)	-3	0.7	-3	10	0.1	-14	0	0.5	-1.4	0.6	-0.1
O=C(c1ccc(COc2ccc(F)cc2)o1)n1cccn1	-7	0.5	2	-3	-0.1	-2	45*	1.9	-1.4	2.3	0.1
CCCCSc1nc(O)c(C2OC(=O)c3c2ccc(OC)c3OC)c(=O)n1C (centres undefined)	-2	0.5	-1	2	1.6	0	0	2.4	-1.1	-0.4	0.4
O=C(OC(C(=O)NC1CCCCC1)c1ccc(C(F)(F)F)cc1)c1ccco1 (centres undefined)	7	-0.5	1	6	0.0	-12	-3	-1.1	-1.1	-1.2	-0.8

# Shown with two lines to a compound: entries from further up
# Screens in order – NPR2 activator	hcDAF12 agonist	SMARCA2 act	HGIII-sPLA2 inh	DAX1 inh-2	ADAM10 inh	GC-A act	hgDAF-12 ag	ssDAF-12 act	GAA850 FXN act	DAX1 inh-1
> CCc1ccc(NC(=O)Cn2cnc3c(=O)n(C)c(=O)n(C)c32)cc1
  2	1.6	-2	0	-0.8	0	4	-2.0	-0.9	0.4	-0.1
> CC(C)(CNc1ccc([N+](=O)[O-])cc1C#N)N1CCOCC1
  2	-1.1	-1	5	0.3	3	2	3.4	-0.6	1.2	-0.2
> CN(C)/C=C1\N=C(c2cccnc2Oc2ccc(Cl)cc2)OC1=O
  -5	-1.2	-1	-49	0.6	-14	2	-1.3	-1.7	-1.3	-0.3
> CC(C)(C)n1nc2c(c1NC(=O)Cc1cccc3ccccc13)CS(=O)C2 (centres undefined)
  4	1.8	-2	9	1.2	-16	0	1.9	-0.8	-1.2	-1.4
> O=C(CN1C(=O)NC(Cc2ccccc2)C1=O)Nc1ccc(OC(F)F)cc1 (centres undefined)
  1	-1.7	0	-1	0.8	6	3	-2.5	-1.5	-0.4	-0.2
> COc1cccc(CNC(=O)c2csc3c2CCCC3)c1
  -1	-1.6	0	-2	0.6	3	3	-0.5	-1.0	3.5	-1.2
> COc1ccc(S(=O)(=O)N=Nc2c(O)[nH]c3ccccc23)cc1
  -6	2.8	-3	1	0.9	-15	-3	1.9	-0.5	1.9	-0.1
> O=C(N/N=C/C(Br)=C/c1ccccc1)c1cnccn1
  -3	0.5	2	2	2.9	-7	0	2.7	-0.7	8.9*	-0.4
> CC(Oc1ccc(Cl)cc1)C(=O)N1CCN(C(=O)c2ccco2)CC1 (centres undefined)
  -3	0.7	-3	10	0.1	-14	0	0.5	-1.4	0.6	-0.1

# Continued:
SMILES	NPR2 activator	hcDAF12 agonist	SMARCA2 act	HGIII-sPLA2 inh	DAX1 inh-2	ADAM10 inh	GC-A act	hgDAF-12 ag	ssDAF-12 act	GAA850 FXN act	DAX1 inh-1
COc1ccc(NC(=O)c2nnn(CC(=O)Nc3ccccc3OC)c2N)c(OC)c1	0	0.1	0	1	1.6	5	2	1.0	-0.5	1.6	1.0
O=C(Nc1ccccc1Br)C(=O)N1CCCC1	2	0.9	-2	3	0.8	-6	-3	5.6	-0.3	6.3	0.8
CC(CN)(NS(=O)(=O)c1ccccc1)c1ccccc1 (centres undefined)	-8	0.3	0	12	3.8	8	-7	1.2	-0.8	1.2	0.5
CSc1ncccc1C(=O)OCCCC(=O)c1ccc(F)cc1	-2	-0.9	-2	-9	0.0	-8	-5	-0.1	-1.9	1.3	0.3
Nn1c(SCC(=O)N2CCCCCC2)nnc1-c1ccncc1	-6	-0.2	-2	1	-1.0	-1	2	0.6	-1.9	0.0	0.3
CCC(C)NC(=O)NC(=O)CSc1nnc(-c2ccccc2F)n1C1CC1 (centres undefined)	5	-2.4	-2	-1	-0.6	-6	-3	-1.9	-1.0	-0.7	-0.3
COc1cccc(-c2nc(-c3ccncc3)no2)c1	-1	5.0	5	-2	2.4	8	3	10	-0.1	4.5	0.9
O=C(NCc1ccccn1)c1ccc(OC2CCN(Cc3ccc(F)cc3F)CC2)cc1	4	1.0	-2	-14	-1.1	1	2	-3.6	-1.6	-1.6	-0.6
COc1cc(C(F)(F)F)c(C(=O)N(C)Cc2cccc(Cl)c2)cn1	-3	-2.2	0	-4	-1.4	-2	-2	-1.9	-1.1	-1.8	0.2
Cc1nc2ccccn2c1-c1csc(Nc2cccc(O)c2)n1	0	-2.0	-3	2	-2.8	-17	1	6.7	-1.8	-2.0	-4.0
Cc1ccc(C(=O)NCCc2nnc3ccc(NCCCN4CCOCC4)nn23)cc1	0	-0.4	-3	13	0.1	-7	1	0.5	-1.2	2.6	-0.9
COCc1cc(C)nc(OCC(=O)N/N=C/c2cc(C)n(-c3c(C)cccc3C)c2C)c1C#N	-7	-1.0	1	-9	0.2	-43	0	-2.5	-1.4	1.8	-0.1
Cc1ccc(N=Cc2c(O)n(-c3nccs3)c(=O)c3ccccc23)c(C)c1	12	-1.2	1	-5	0.6	-10	2	-0.6	-1.1	-1.1	-0.2
CN(C(=O)CSc1ncnc2sc3c(c12)CCCC3)C1CCS(=O)(=O)C1 (centres undefined)	-6	-0.8	-1	-4	1.8	-2	-5	-2.2	-1.3	2.2	-0.3
Cc1c(C#N)sc2nc(-c3ccccc3)nc(N3CCCC3)c12	1	-0.1	0	8	-0.2	-8	3	-0.7	-0.3	1.1	-0.3
COc1ccc([C@H]2/C=C\CN(S(=O)(=O)c3cccc4cccnc34)[C@@H](C)C(=O)N2Cc2ccc(F)cc2)cc1	-8	-1.2	-1	-5	-0.9	14	-5	-4.2	-1.6	-4.4	-0.7
COc1ccc(OC)c(NC(=O)NCCc2cccc(Cl)c2)c1	1	-1.8	-1	-8	-2.0	6	0	1.7	-1.9	-0.8	-0.1
O=C(Nn1c(COc2ccccc2)nc2ccccc2c1=O)C(Cl)(Cl)Cl	0	1.1	3	-2	0.3	-3	3	2.1	0.2	-0.3	0.5
N#Cc1ccsc1NC(=O)COc1ccc(-c2nnco2)cc1	2	3.8	0	1	1.3	-1	-1	8.3	-0.2	3.5	0.4
CCCc1cc(NCC2CCCO2)n2c(nc3ccccc32)c1C#N (centres undefined)	17	-2.5	0	0	-0.8	i	18	-3.2	-1.1	-2.2	-2.1

# Screening data as filed in PubChem.
